# PglD inh: PglD (C. jejuni) enzyme inhibition | 0.098% of 360,000 active | purified PglD enzyme, DTNB colorimetric CoA detection | AID 602405 | inhibition, % at 12.5 µM; in the data active = inhibition above about 16%, passing the limit was not always enough; inconclusive = no clear call, values can overlap the other calls; note: strong numbers were not always called active
# ERp5 block: inhibitors of human ERp5 | inhibition, % at 9.99 µM | 0.05% of 350,000 active | Q15084 | ERp5 insulin aggregation, absorbance 650 nm, 90 min;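 active = mean replicate inhibition above about 25%, with every replicate also reaching it, limit read from the data, passing the limit was not always enough; inconclusive = only one of those two criteria met; inactive = neither criterion met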
# Target sequence (Q15084 whole entry, looked up): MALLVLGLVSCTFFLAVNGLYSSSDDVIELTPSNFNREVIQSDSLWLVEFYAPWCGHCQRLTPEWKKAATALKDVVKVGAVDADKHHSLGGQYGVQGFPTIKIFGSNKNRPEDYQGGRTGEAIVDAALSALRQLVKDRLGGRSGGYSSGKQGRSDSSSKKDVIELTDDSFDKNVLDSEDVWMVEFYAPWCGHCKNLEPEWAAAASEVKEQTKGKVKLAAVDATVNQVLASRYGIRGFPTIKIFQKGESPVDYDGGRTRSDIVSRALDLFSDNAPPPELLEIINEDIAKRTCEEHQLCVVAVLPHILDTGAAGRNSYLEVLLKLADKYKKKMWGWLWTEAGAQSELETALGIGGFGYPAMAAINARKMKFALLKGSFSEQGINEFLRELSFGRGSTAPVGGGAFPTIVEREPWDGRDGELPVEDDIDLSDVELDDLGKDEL
# S100A4 MyoIIA: S100A4-myosin IIA interaction inhibition; inhibition, % at 10.7 µM; 0.14% of 360,000 active; P26447; S100A4/TAMRA-MyoIIA peptide fluorescence polarization;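 active = mean inhibition of at least 70% across replicates, with every replicate also reaching that level; inconclusive = mean inhibition reaches 70% but some replicates fall short; inactive = mean inhibition below 70%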
# Target sequence (P26447 whole entry, looked up): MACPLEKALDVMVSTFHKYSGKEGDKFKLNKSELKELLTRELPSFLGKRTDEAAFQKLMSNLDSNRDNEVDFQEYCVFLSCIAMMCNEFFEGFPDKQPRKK
#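 Material: human S100A4 monomer with TAMRA-labelled myosin IIA peptide; buffer or medium: HEPES pH 7.2 with CaCl2, KCl, NaCl, DTT, Triton; compound dosing: one concentration per compound; schedule: 5 min incubation before reading; benchmarks: neutral control DMSO, positive control TFP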
# E-sel inducer: induces E-selectin expression in human endothelial cells | P16581 | HUVEC E-selectin immunofluorescence imaging; normalized: neutral wells 0, TNF-alpha wells 100 | activation, % at 7.58 µM | 0.37% of 260,000 active;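 active = mean E-selectin-positive cell signal at least 10% of the positive control, reached in at least 60% of replicates, without over 20% cell loss; inconclusive = no rule given, readout overlaps actives, possibly toxicity-flagged; inactive = the rest, including those meeting only one limit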;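 note: in these data hits start at about 27%; measured in HUVEC primary endothelial cells; signal is the percent of cells scored E-selectin positive by PE staining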
#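 Read-out: % PE-positive cells | Test system: HUVEC | Doses: One compound dose added by pin transfer | Buffer or medium: EGM-2 over gelatin coat | Signal: Immunofluorescence imaging | Benchmarks: TNF-alpha, DMSO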
# Statin myotox sup: suppression of simvastatin myotoxicity; C2C12 myotubes + simvastatin, ATP luminescence, 48 h; scaled: DMSO 0, geranylgeraniol control 100; rescue of ATP level, % at 7.49 µM; 0.78% of 330,000 active; AID 602340;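 active = mean ATP rescue above about 67%, or every replicate alone reaching that limit, limit read from the data, passing the limit was not always enough; inconclusive = no clear call, values can overlap the other calls; inactive = mean under the limit and some replicate under it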;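 note: myotubes were challenged with 10 µM simvastatin during compound exposure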
# DENV2 CPE rescue: DENV2-induced cell death inhibition | DENV2-infected cells, cytopathic effect rescue, plate reader | CPE inhibition, % at 9.99 µM | 1.7% of 350,000 active; in the data active = CPE inhibition above about 20%, passing the limit was not always enough; inconclusive = no clear call, values can overlap the other calls; tested in BHK-21 cells;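 note: 0% = median of neutral control wells and 100% = median of positive control wells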
# SIRT5 block: inhibitors of human sirtuin-5 desuccinylase. Q9NXA8. Purified SirT5, succinyl-peptide AMC, trypsin-coupled fluorescence. inhibition, % at 15 µM. 1.1% of 330,000 active; in the data active = inhibition above about 15%; inconclusive = no clear call, values can overlap the other calls
# Target sequence (Q9NXA8 whole entry, looked up): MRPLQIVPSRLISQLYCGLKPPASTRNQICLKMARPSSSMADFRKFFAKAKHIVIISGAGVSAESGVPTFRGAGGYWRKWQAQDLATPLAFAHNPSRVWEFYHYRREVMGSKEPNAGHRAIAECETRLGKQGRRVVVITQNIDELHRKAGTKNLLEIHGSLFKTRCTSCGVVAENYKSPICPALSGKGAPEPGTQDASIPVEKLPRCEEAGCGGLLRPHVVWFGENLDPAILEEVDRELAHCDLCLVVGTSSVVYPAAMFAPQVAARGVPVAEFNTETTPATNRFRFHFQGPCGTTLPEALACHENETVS
# * marks the source's active call; other numbers are inactive results; ? = inconclusive; nt = no result given; & = joins results of further samples.
SMILES,PglD inh,ERp5 block,S100A4 MyoIIA,E-sel inducer,Statin myotox sup,DENV2 CPE rescue,SIRT5 block
COc1ccc(C(C)(O)c2nc(-c3ccc(S(C)(=O)=O)cc3)cs2)cc1 (centres undefined),7,-2,1,0.3,9,-5,-2
CCCNC(=O)C[C@@H]1CC[C@H]2[C@H](COc3ccc(NC(=O)c4cccs4)cc3C(=O)N2C)O1,4,-1,4,0.2,-23,-7,-6
CCN(CCc1ccccc1)c1ccc2c(c1)C1CC2CCN1Cc1ccccc1 (centres undefined),-2,-8,4,nt,-22,8,3
Cn1c(=O)[nH]c(=O)c2c1nc(SCCCO)n2CCCc1ccccc1,-4,1,-1,0.9,4,3,0
O=C(Nc1c(Cl)cccc1Cl)C1CCN(C(=O)c2cccs2)CC1,3,5,1,2.4,9,-5,nt
COc1ccc([N+](=O)[O-])cc1NCc1c(F)cccc1F,6,-10,-9,0.0,-8,-1,-4
O=C(Nc1ccccc1)c1cccc(=O)o1,nt,-1,-4,0.1,nt,9,4
CCc1nonc1NC(=O)COc1ccc(Cl)c(C)c1,nt,-5,1,nt,nt,-4,-4
CN1c2ccc(C3=CCCCC3)cc2[C@H]2[C@H](CCN2C(=O)NC2CCCCC2)[C@@H]1CO,0,nt,nt,0.4,-27,-19,nt
CCn1c(=S)sc2c(=O)n(CC(=O)NC(C)CCc3ccccc3)c(C)nc21 (centres undefined),-2,10,3,3.7,-6,-1,-3
C=CCOC(=O)C1=C[C@@H](c2ccc3c(c2)OCO3)C[C@@H](OCc2ccc(CO)cc2)O1,7&-2,2&2,2&3,0.3,2,12&-7,9
Cc1cccc(C)c1NC(=O)C1C2C=CC(C2)C1C(=O)O (centres undefined),0,-1,-1,nt,11,-4,-2
CC(=O)c1cccc(-c2csc(N3CCC(C(N)=O)CC3)n2)c1,8,2,-10,0.2,-1,nt,-1
COC(=O)[C@@]12CCCN1[C@H](c1ccc(-c3ccc(OC)cc3)cc1)[C@@H]1C(=O)N(C)C(=O)[C@@H]12,3,-4,-5,0.0,-4,-8,-8
O=C(Nc1ccc2c(c1)OCO2)c1cc(C2CCCCN2C(=O)c2ccccc2)on1 (centres undefined),3,-2,-3,-0.3,-2,-2,1
CCOC(=O)[C@]12CCC=C1N(Cc1ccccc1)C(=O)[C@H](CC(=O)N1CCSCC1)C2,nt,-2,-4,nt,nt,8,-9
O=C(O)c1cccc(S(=O)(=O)Nc2ccccc2N2CCOCC2)c1,5,8,-8,6.1,8,1,-7
O=C1c2oc3ccccc3c(=O)c2C(c2cccnc2)N1CCCN1CCOCC1 (centres undefined),4,2,1,nt,8,nt,-2
O=C(CN1C(=O)C(=O)N(Cc2ccccc2)C1=O)Nc1cc(Cl)cc(Cl)c1,nt,9,1,0.6,7,nt,-7
CC(C)(C)NC(=O)C(OC(=O)c1cccs1)c1ccccc1 (centres undefined),nt,4,0,0.4,nt,-2,-3

# Arranged by value in S100A4 MyoIIA (descending): five of the compounds above.
smiles | S100A4 MyoIIA
CCCNC(=O)C[C@@H]1CC[C@H]2[C@H](COc3ccc(NC(=O)c4cccs4)cc3C(=O)N2C)O1 | 4
O=C(Nc1c(Cl)cccc1Cl)C1CCN(C(=O)c2cccs2)CC1 | 1
CC(C)(C)NC(=O)C(OC(=O)c1cccs1)c1ccccc1 (centres undefined) | 0
O=C(Nc1ccccc1)c1cccc(=O)o1 | -4
CC(=O)c1cccc(-c2csc(N3CCC(C(N)=O)CC3)n2)c1 | -10

# Returning to the listing with the 2 entries that preceded the break.
SMILES,PglD inh,ERp5 block,S100A4 MyoIIA,E-sel inducer,Statin myotox sup,DENV2 CPE rescue,SIRT5 block
O=C(CN1C(=O)C(=O)N(Cc2ccccc2)C1=O)Nc1cc(Cl)cc(Cl)c1,nt,9,1,0.6,7,nt,-7
CC(C)(C)NC(=O)C(OC(=O)c1cccs1)c1ccccc1 (centres undefined),nt,4,0,0.4,nt,-2,-3
O=C1CCC[C@@H]2C=C[C@H](c3ccc(Br)cc3)[C@H]3CCN1[C@@H]32,nt,-7,-1,0.1,nt,nt,0
COc1ccccc1Cc1c(-c2cccc(Cl)c2)nc2ccc(Cl)cn12,0,3,-3,0.2,-4,10,-4
O=C(CN1CCN(c2ccccc2O)CC1)NNC(=O)c1ccc(Cl)cc1,nt,0,-3,0.0,nt,nt,-2
O=C(COc1ccccc1)N(Cc1ccco1)C1CCS(=O)(=O)C1 (centres undefined),nt,2,-17,nt,nt,1,-1
CC(C)c1[nH]nc2c1C(c1ccc3c(c1)OCO3)NC2=O (centres undefined),nt,0,-5,0.5,nt,-3,0
O=C(CCN1CCCCC1)N1CCc2c([nH]c3ccccc23)C1c1cccnc1 (centres undefined),nt,1,2,0.1,nt,-2,2
COC(=O)[C@@]1(C)[C@H]2C(=O)N(C)C(=O)[C@H]2[C@H]2CN=C(SC)N21,-14,7,-5,nt,-4,10,-3
C[C@H]1CN([C@@H](C)CO)C(=O)Cc2cc(NC(=O)Cn3cnnn3)ccc2O[C@@H]1CN(C)S(=O)(=O)c1ccccc1,-2,-1,-23,-0.1,-4,-5,3
C=CCN1CN=C(NS(=O)(=O)c2ccc(NC(C)=O)cc2)NC1,nt,4,-6,nt,nt,-1,0
O=C(N/N=C/c1cc([N+](=O)[O-])ccc1O)C1CC1,-1,2,-6,0.0,-36,-9,3
CCOc1cc(C(=O)NC(=S)Nc2cccnc2)cc(OCC)c1OCC,nt,3,3,nt,nt,3,-2
O=C(CSc1n[nH]c(-c2ccccc2F)n1)Nc1cc(F)ccc1F,-3,-11,-1,nt,1,-3,3
CCN(CC)CCCNC(=O)CNC(=S)N(CCCN1CCOCC1)Cc1cccs1,nt,4,3,-0.1,nt,-4,2
CNC[C@H]1Oc2cc(C#Cc3cccc(F)c3)ccc2S(=O)(=O)N([C@@H](C)CO)C[C@@H]1C,3,-1,2,0.0,-14,13,0
O=C(NCCCN1CCOCC1)c1cc(-c2cccc(Br)c2)nc2ccccc12,-5,0,-4,0.1,nt,10,-3
COc1ccccc1CCc1nnc(CCC(=O)N(C)Cc2ccncc2C)o1,nt,-3,-2,-0.1,nt,4,-5
COc1cccc(C=NNC(=O)c2ccncc2)c1O,5,4,-2,nt,-7,-7,-1
Cc1ncc(CN2CCN(CCC(C)C)C(CCO)C2)s1 (centres undefined),nt,5,-10,0.2,nt,-6,-4
COc1cccc(NC(=O)Cn2c3ccc(F)cc3c3nc4n(c(=O)c32)CCCS4)c1,3,2,-2,nt,4,-7,-4
COc1cccc(CC(=O)N(CCC2=CCCCC2)c2c(N)n(Cc3ccccc3)c(=O)[nH]c2=O)c1,nt,6,-2,-1.0,nt,-9,-3
Cc1cc(C)c2nc(NC(=O)CN3C(=O)NC4(CCCC4)C3=O)sc2c1,nt,-1,6,1.1,nt,2,-2
CO[C@@H]1CN(C)C(=O)c2cc(NS(=O)(=O)c3ccc(-c4ccccc4)cc3)ccc2OC[C@@H](C)NC[C@@H]1C,0,5,-4,-0.1,-28,4,1
Cc1ccc(C(=O)OCC(=O)NNC(=O)c2ccccc2)c(O)c1,8,-2,0,1.8,4,1,2
CC1CCN(C(=O)CN(Cc2ccc(F)cc2)S(C)(=O)=O)CC1,-4,-3,-4,nt,-5,-7,2
Cc1ccccc1NC(=O)C1CCN(C2=NS(=O)(=O)c3ccccc32)CC1,0,2,2,0.0,10,-6,0
CCN(CCNC(=O)C1CCN(S(=O)(=O)c2cccc3cccnc23)CC1)c1ccccc1,-2,-8,0,nt,-2,19,nt
COCC(=O)N1CCC2CC1c1c(-c3ccc(C(F)(F)F)cc3)cccc12 (centres undefined),-1,-1,2,nt,-7,-3,-5
C[C@@H]1CN([C@H](C)CO)C(=O)c2cc(-c3ccc(C(=O)N(C)C)cc3)cnc2O[C@H]1CN(C)C(=O)C1CC1,3,-1,-6,-0.5,6,9,-3
COc1ccccc1NC(=O)N[C@@H]1CC[C@@H](CCNS(=O)(=O)c2ccc(Cl)cc2)O[C@@H]1CO,7,4,1,0.2,-2,-12,0
C[C@@H]1CC[C@H]2C(=O)N3[C@@H](CC[C@@H](C)[C@@H]3c3ccc(Br)cc3)C(=O)N2[C@H]1c1ccc(Br)cc1,5,-4,-3,-0.2,-4,?,-1
C=C[C@@H]1c2c(F)cccc2N(S(=O)(=O)c2ccc(C)cc2)[C@H](c2ccc(OC(C)=O)cc2)C1(C#N)C#N,-6,2,0,1.3,9,nt,nt
Cc1ccccc1-c1nnc(SCCC(=O)N2CCOCC2)o1,nt,0,-3,nt,nt,5,-1
COc1ccc(/C=C2\SC(=S)N(CCCC(=O)N3CCN(C)CC3)C2=O)cc1,-11,0,0,nt,18,4,-1
COc1ccccc1NS(=O)(=O)c1cccc(C(=O)N2CCN(C(=O)c3ccco3)CC2)c1,1,-7,20,-0.5,15,2,-5
COc1ccc(-c2ccc3c(c2)S(=O)(=O)c2cccc(C(=O)NC4CCCC4)c2C3=O)cc1OC,-6,-1,0,nt,-54,?,nt
C(=C\c1nc(-c2cccnc2)no1)/c1ccccc1,3,1,-1,nt,1,-4,1
O=C1NC[C@@H](Cc2cccc3ccccc23)N(CC2CCCCC2)C1=O,7,-1,1,0.0,16,-7,-1
C[C@@H]1CN([C@@H](C)CO)C(=O)c2cc(NC(=O)Nc3ccc(C(F)(F)F)cc3)ccc2O[C@@H]1CN(C)C(=O)Nc1ccccc1,-2,3,7,-0.4,0,-9,0
S=C(NCC1CCCO1)N1CCN(c2cccc(Cl)c2)CC1 (centres undefined),nt,0,0,nt,nt,0,-6
C[C@H]1CN([C@@H](C)CO)C(=O)c2cc(NC(=O)CCN3CCOCC3)ccc2O[C@@H]1CN(C)Cc1ccc(Oc2ccccc2)cc1,-3,-8,-4,0.2,21,7,13
COc1ccc(NC(=O)C2CCCN(c3nn4c(=O)cc(C)nc4s3)C2)cc1 (centres undefined),-5,-1,-4,nt,15,-5,-1
COc1cc(-c2nnc(SCC(=O)O)n2-c2ccccc2)cc(OC)c1OC,-1,4,46,0.0,13,0,-5
O=C(O)c1cccc(-n2cccc2/C=C2/NC(=O)N(c3ccc(Cl)cc3)C2=O)c1,nt,19,-3,-1.6,nt,-2,44*
Cc1cc(=O)n(C(C)(C)C)c(=O)n1Cc1ccccc1,-1,-1,-1,nt,0,1,-1
O=[N+]([O-])c1ccc2nc[nH]c2c1,-1,4,-3,nt,5,-8,3
CN(CC1CCOCC1)C(=O)CC1C(=O)NCCN1CC1CCCCC1 (centres undefined),-5,12,7,nt,4,0,-1
O=C(c1ccncc1)N1CCCCN2[C@@H](CO)[C@H](c3ccc(-c4ccccc4)cc3)[C@@H]2C1,5,1,-10,-0.1,nt,20,1
O=C(CSc1nc2ccccc2n1CCc1ccccc1)N1CCOCC1,nt,4,-2,nt,nt,4,-2

# Profiles as entered above. Values in the order: PglD inh, ERp5 block, S100A4 MyoIIA, E-sel inducer, Statin myotox sup, DENV2 CPE rescue, SIRT5 block
# Cc1cc(=O)n(C(C)(C)C)c(=O)n1Cc1ccccc1 as listed: -1, -1, -1, nt, 0, 1, -1
# COc1cc(-c2nnc(SCC(=O)O)n2-c2ccccc2)cc(OC)c1OC as listed: -1, 4, 46, 0.0, 13, 0, -5
# COc1ccc(NC(=O)C2CCCN(c3nn4c(=O)cc(C)nc4s3)C2)cc1 (centres undefined) as listed: -5, -1, -4, nt, 15, -5, -1

# Screening data (PubChem BioAssay)

# Some of the compounds tested (hit frequency here may not be typical).
